Source: PubChem (National Center for Advancing Translational Sciences (NCATS))
Mito fusion act – blocks mitochondrial division or promotes mitochondrial fusion; AID 485298; S. cerevisiae fusion-defective mutant growth rescue, CellTiterGlo 48 h; Potency, µM (doses to about 46.1 µM), for the others: at the top dose growth rescue (activation), most hits filed as activators; hit rate 0.23% among 320,000;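 note: potency is the fitted concentration of half-maximal effect; % of control where 0% means no effect; nearly all actives have a fitted effect of over 45% in size; temperature-sensitive fusion mutants such as fzo1-1 at 37 °C on non-fermentable ethanol glycerol medium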
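Compounds are tested for their ability to restore growth of mitochondrial fusion-defective yeast strains at non-permissive 37C in YPEG medium over 48 hours. Viability is quantified by luciferase luminescence.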
TSHR antag – antagonists of human thyroid stimulating hormone receptor | P16473 | TSHR-expressing cells, TSH-stimulated cAMP HTRF, 2 h; active compounds read low | activity change, negative = inhibition, % at 11.5 µM | hit rate 0.2% among 330,000 | AID 504810;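 active = activity change below a set negative limit, meaning inhibition stronger than a set level, cut at about -70% in these data; inconclusive = activity change between two set negative limits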; note: % is set by controls: 0 for no effect and ±100 for the full control effect
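TSHR-expressing cells, 200/well, pre-treated with compound, then stimulated with EC80 TSH (4nM final) for 2 hours at 37 deg C. cAMP measured by competitive HTRF: anti-cAMP cryptate antibody in lysis buffer plus cAMP-d2, read after 30 minutes at room temperature.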
TCR activator – T cell receptor activation; primary human leukocytes, anti-CD3, IL-2 HTRF, 48 h; Potency, µM (titrated, usually from 9.22 µM), for the others: at the top dose activation of IL-2 secretion, usual class: activators; 330,000 tested, under 10 active; AID 504894; note: % of control where 0% means no effect
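Primary human leukocytes receive a-CD3 beads and test compound and are incubated 48 hr. Secreted IL-2 is then assayed by HTRF, measuring 665nm acceptor emission after 320nm excitation of the europium donor.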
S-ASM inh – human S-ASM enzyme inhibition. P17405. placental ASM, HMU-PC fluorogenic substrate, 60 min. Potency, µM (highest dose often 57.5 µM), without a hit: at the highest dose activity change, negative = inhibition, usual class: inhibitors. hit rate 0.006% among 340,000; note: potency is the fitted concentration of half-maximal effect
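Human placenta-derived ASM preincubated with compound 10 min at room temperature, then reacted with 9 uM (final) fluorogenic HMU-PC substrate for 60 min at 37 C. Stop solution raises pH to 10; fluorescence read at Ex 386/Em 447 nm.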
TSG101-PTAP inh – blocks PTAP/TSG101 interaction to inhibit HIV-1 budding; Q99816; Fluorescence polarization, FITC-PTAP peptide / Tsg101 binding; Potency, µM (series often up to 115 µM), without a hit: at the top dose activity change, negative = inhibition, actives largely listed as inhibitors; 340,000 tested, under 10 active; AID 493005; active = well fitted inhibition curve with a large enough effect in the main read-out, with a control signal flat, not every such curve was filed as active; inconclusive = small, poorly fitted or top-dose-only effect, or effect the other way, or a change in a side signal; inactive = no such curve, though single readings can be large or run the other way; note: potency is the fitted concentration of half-maximal effect; % of control where 0% means no effect
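Steps: Tsg101 binding domain dispensed (10 uM final), compounds pinned in DMSO, FITC-labeled PTAP-motif peptide added (50 nM final); after 20 min binding at room temperature, polarization measured.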
Integrin act MD – integrin-mediated muscular dystrophy alleviation activation | alpha7betagal myoblasts, beta-gal FDG fluorescence, 48 h | Potency, µM (highest dose often 38.3 µM), inactives show top-dose activation, usual class: activators | hit rate 0.064% among 350,000;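 note: potency is the fitted concentration of half-maximal effect; 100% = response of the positive control SU9516; nearly all actives have a fitted effect of over 60% in size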
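alpha7betagal+/- myoblasts (passage 13, 250/well) treated 48 h at 37C with compounds at 1:260 dilution of DMSO stock. Lysed, then beta-galactosidase activity read as FDG fluorescence (ex 480/em 540) after 30 min, with pre-read for autofluorescence.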
AT treatment – potential ataxia-telangiectasia treatment | […] A-T fibroblasts, KAP-1 phosphorylation AlphaLISA; neocarzinostatin DNA damage 30 min before lysis | hit rate 0.19% among 320,000 | Potency, µM (titrated, usually from 57.5 µM), for the others: top-dose activation, actives largely listed as activators; note: potency is the fitted concentration of half-maximal effect; % of control where 0% means no effect; nearly all actives have a fitted effect of over 45% in size
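ATM-like activity read as KAP-1 phosphorylation via AlphaLISA donor/acceptor antibody pairs after lysis and 6 hr at 25C. Cells were ATM-null patient fibroblasts ([…], hTERT), dosed 60 min, then exposed to the DSB inducer NCS for 30 min.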
MBNL1 CUG block – blocks human MBNL1 binding to CUG repeat RNA; TR-FRET MBNL1-His/biotin-(CUG)12 binding, 665/545 ratio; hit rate 0.036% among 280,000; Potency, µM (doses to about 57.5 µM), without a hit: top-dose activity change, negative = inhibition, actives largely listed as inhibitors; AID 2675; active = well fitted inhibition curve with a large enough effect in the signal ratio, with a control signal flat, not every such curve was filed as active; inconclusive = small, poorly fitted or top-dose-only effect, or effect the other way, or a change in a side signal; inactive = no such curve, though single readings can be large or run the other way; the % refers to the signal ratio; note: potency is the fitted concentration of half-maximal effect; % is set by controls: 0 for no effect and ±100 for the full control effect
Target sequence (Q9NR56 whole entry, looked up): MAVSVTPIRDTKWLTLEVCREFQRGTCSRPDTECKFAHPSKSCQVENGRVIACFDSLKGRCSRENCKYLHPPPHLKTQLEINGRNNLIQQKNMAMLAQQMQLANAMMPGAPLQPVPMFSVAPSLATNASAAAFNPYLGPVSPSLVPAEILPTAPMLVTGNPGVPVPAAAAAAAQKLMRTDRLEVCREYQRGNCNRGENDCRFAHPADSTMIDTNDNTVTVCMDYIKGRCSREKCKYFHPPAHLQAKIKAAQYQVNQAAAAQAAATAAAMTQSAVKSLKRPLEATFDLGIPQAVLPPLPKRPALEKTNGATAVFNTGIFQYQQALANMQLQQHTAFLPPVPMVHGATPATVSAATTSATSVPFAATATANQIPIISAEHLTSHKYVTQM
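MBNL1-His + Biotin-(CUG)12, cpd titration 92 nM–58 uM; Tb anti-His Ab 0.055 ng/ul, SA-XL665 5 nM (final); 60 min RT; ratiometric 665/545 nm, Ex 340 nm; normalized to buffer and full-complex controls.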
Menin MLL FP TR – displaces Texas Red mutant MLL peptide from human menin; Potency, µM (titrated, usually from 61.6 µM), for inactives: at the highest dose FP activity change, negative = inhibition, most hits filed as inhibitors; Menin + Texas Red MLL mutant peptide, fluorescence polarization; AID 1768; hit rate 0.23% among 270,000; O00255; active = well fitted inhibition curve with a large enough effect in the polarisation, with a control signal flat, not every such curve was filed as active; inconclusive = small, poorly fitted or top-dose-only effect, or effect the other way, or a change in a side signal; inactive = no such curve, though single readings can be large or run the other way; the % refers to the polarisation; note: potency is the fitted concentration of half-maximal effect; % of control where 0% means no effect; many of its hits are not listed in these tables
Target sequence (O00255 whole entry, looked up): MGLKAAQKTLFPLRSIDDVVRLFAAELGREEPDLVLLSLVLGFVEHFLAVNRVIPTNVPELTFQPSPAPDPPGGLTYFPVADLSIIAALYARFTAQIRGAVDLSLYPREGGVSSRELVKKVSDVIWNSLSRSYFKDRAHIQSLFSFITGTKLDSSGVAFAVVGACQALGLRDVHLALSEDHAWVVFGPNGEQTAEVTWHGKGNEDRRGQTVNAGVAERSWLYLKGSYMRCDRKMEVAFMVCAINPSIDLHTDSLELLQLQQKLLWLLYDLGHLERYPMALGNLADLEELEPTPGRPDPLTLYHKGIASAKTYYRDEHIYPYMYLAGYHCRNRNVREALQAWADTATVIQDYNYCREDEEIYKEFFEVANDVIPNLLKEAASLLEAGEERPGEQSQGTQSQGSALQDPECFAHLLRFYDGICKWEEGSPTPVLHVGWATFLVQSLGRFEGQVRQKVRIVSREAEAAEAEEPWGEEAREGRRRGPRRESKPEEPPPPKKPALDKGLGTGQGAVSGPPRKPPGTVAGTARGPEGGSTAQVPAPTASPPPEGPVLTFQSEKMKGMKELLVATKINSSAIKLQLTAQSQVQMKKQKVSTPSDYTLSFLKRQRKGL
CXXC DNA block – blocks binding of human MLL CXXC domain to DNA | MLL-CXXC / FITC-HOXA9 DNA fluorescence polarization | Potency, µM (highest dose often 115 µM), inactives show top-dose activity change, negative = inhibition, usual class: inhibitors | hit rate 0.037% among 290,000 | AID 2662; active = well fitted inhibition curve with a large enough effect in the polarisation, with a control signal flat, not every such curve was filed as active; inconclusive = small, poorly fitted or top-dose-only effect, or effect the other way, or a change in a side signal; inactive = no such curve, though single readings can be large or run the other way; the % refers to the polarisation; note: potency is the fitted concentration of half-maximal effect
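Fluorescence polarization: 7 uM MLL-CXXC (stock) preincubated 5 min with compounds, then 50 nM fluorescein-HOX-A9 DNA (stock) added; 30 min ambient. Buffer 50 mM Tris-HCl pH 7.5, 50 mM NaCl, 1 mM DTT, 0.05% BSA.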
Numbers without * were called inactive; ? = inconclusive; / = not tested or not shown; [ ] = remark or other dose. Unless noted, calls come from the whole dose curve; as a rule, active = well fitted curve in the direction sought with a large enough effect; inconclusive = small, poorly fitted or top-dose-only effect, or another doubt; inactive = no such curve, though single readings can be large; an effect the other way counts as inactive or inconclusive. An excerpt (hit frequency here may not be typical).

SMILES	Mito fusion act	TSHR antag	TCR activator	S-ASM inh	TSG101-PTAP inh	Integrin act MD	AT treatment	MBNL1 CUG block	Menin MLL FP TR	CXXC DNA block
CCS(=O)(=O)c1ccc2oc(SCC(=O)N3CCCCC3)nc2c1	5%	2	0%	3%	-4%	-10%	9%	/	-14%	18%
O=C(Nc1ccc([N+](=O)[O-])cn1)c1cc(-c2cccc(Cl)c2)nc2ccccc12	-1%	-8	-1%[46.1 µM]	-10%	1%	2%	-5%	?	?	11%
O=C(COC(=O)c1cccc(Br)c1)NCC1CCCO1 (stereo not drawn)	/	3	9%[46.1 µM]	2%	-3%	-10%	-1%	/	/	/
Cc1c(C)c2ccc(OCC(=O)Nc3cccnc3)cc2oc1=O	-1%	-7	-10%	27%	0%	9%	-2%	-5%	/	2%
O=C(CSCc1ccccc1Cl)NN=C1CCCCCC1	-14%	-9	-20%	3%	-3%	1%	2%	-3%	-13%	-3%
CCCN=C1N(C)C[C@@H]2[C@@H]3C(=O)N(C)C(=O)[C@@H]3[C@](CC)(C(=O)OC)N12	/	-3	0%[46.1 µM]	4%	-1%	9%	-44%[inhibitor]	/	/	/
CS(=O)(=O)N1CCCC(C(=O)Nc2ccccc2)C1 (stereo not drawn)	0%	6	/	3%	-3%	13%	12%	1%	1%	4%
O=C(CN(C(=O)CCC(=O)Nc1nccs1)c1ccccc1F)NCc1ccccc1	-1%	-12	-5%	-9%	0%	13%	7%	-4%	1%	3%
Cc1noc(N)c1C(=O)Nc1ccc(F)c(Cl)c1	-2%	14	-2%	2%	-5%	34%	-3%	1%	0%	12%
CCOc1ccc(N(Cc2cc3ccc(C)cc3[nH]c2=O)C(=O)COC)cc1	4%	-1	-6%	2%	-3%	-12%	?	3%	-12%	13%
O=C(CSc1ncn[nH]1)Nc1ccccc1C(=O)O	2%	-3	4%	2%	-3%	4%	2%	0%	-2%	-5%
CC1(C)NC(=O)N(CCCC(=O)Nc2ccc(C(F)(F)F)cc2)C1=O	-3%	7	2%	3%	-1%	24%	1%	/	/	/
O=c1ncn(C2CCCCC2)c(=O)[nH]1	/	/	-3%	8%	4%	4%	/	/	/	/
CC(=O)Nc1ccc(N/C=C/C(=O)c2ccc(C)cc2)cc1	3%	?	-5%	25%	-3%	34%	?	8%	15%	-9%
CC(C)CNC(=O)C(=O)Nc1ccc2c(c1)N(S(=O)(=O)c1cccs1)CCC2	22%	-10	4%	-1%	-3%	-21%	3%	/	/	/
CCc1noc(C)c1C(=O)Nc1nc2ccc(S(C)(=O)=O)cc2s1	2%	-16	0%	7%	-5%	0%	8%	/	/	/
CC(=O)Nc1ccccc1-c1nc2ccc(C(=O)N3CCN(c4cc(C)ccc4C)CC3)cc2[nH]c1=O	0%	-6	2%	166%[activator]	9%	-13%	2%	14%	-5%	18%
COc1cc(/C=C2\SC(=O)NC2=O)ccc1Oc1ccc([N+](=O)[O-])cc1[N+](=O)[O-]	6%	-35	3%	-5%	-5%	0%	-2%	16%	?	?
S=c1[nH]nc(-c2cccnc2)n1Cc1ccccc1	10%	13	-2%	0%	-2%	1%	-2%	-1%	15%	3%
CC1=CC(C2CC(=O)N(c3ccc(C)cc3)C2=O)CC2C(=O)N(c3ccc(C)cc3)C(=O)C12 (stereo not drawn)	1%	-5	4%	-1%	-2%	-20%	1%	11%	3%	1%
COc1ccc(NC(=O)N2CCN(c3ccc([N+](=O)[O-])cc3)CC2)cc1OC	0%	7	2%	-10%	0%	-11%	-2%	?	?	9%
S=c1[nH]nc2sc3ccccc3n12	/	/	8%	3%	-3%	-9%	/	/	/	/
CCOc1ccccc1N(C(=O)c1snc(C(N)=O)c1N)C(CC)C(=O)NC1CCCC1 (stereo not drawn)	0%	-9	1%	264%[activator]	4%	5%	6%	4%	-25%	4%
CN(NC(=O)NN(C)C(=O)c1ccccc1)C(=O)c1ccccc1	/	/	14%	2%	1%	6%	/	/	/	/
Cc1n[nH]c2c([N+](=O)[O-])c(=O)[nH]c(=O)n12	/	/	-3%	-7%	1%	20%	/	/	/	/
COc1cc2sc(-c3ccc(S(C)(=O)=O)cc3)c(-c3ccc4c(c3)OCO4)c2cc1OC	/	50	9%	369%[activator]	1%	-20%	1%	/	/	/
Cc1ccc2c(CSc3nnc(N)s3)cc(=O)oc2c1	1%	6	-10%	-1%	-3%	-20%	-4%	16%	-14%	0%
Oc1c(C=NCc2ccncc2)sc2ccccc12	17%	-2	0%	12%	-2%	1%	14%	?	57%[activator]	14%
COc1cc(OC)c(OC)cc1C#N	-1%	10	4%	-3%	1%	15%	4%	8%	10%	3%
CCOC(=O)N1CCN(C(=O)c2cn(C)c3ccc(S(=O)(=O)N4CCOCC4)cc3c2=O)CC1	-2%	13	-8%	-3%	-5%	?	12%	-1%	/	3%
CC1(C)C/C(=C(/C#N)C(N)=O)CCO1	-5%	3	0%	0%	-4%	5%	0%	4%	-3%	2%
Cc1ccc(NC(=S)NC(C)(C)C)c([N+](=O)[O-])c1	3%	-10	-8%	-12%	-2%	-9%	10%	?	/	21%
O=c1cc(CSc2ccccc2)[nH]c2ccccc12	-15%	1	-3%	4%	3%	?	-9%	-6%	-10%	7%
O=C(Cc1cccs1)N1CCN(c2cccc(Cl)c2)CC1	6%	-6	2%	0%	-10%	8%	-2%	16%	4%	3%
O=C(CNC(=O)c1cccs1)NCC(=O)OCc1ccccc1Cl	3%	20	-15%	-2%	-6%	-17%	-2%	-2%	-15%	5%
O=C(Cn1ccc([N+](=O)[O-])n1)c1ccccc1	-2%	-7	3%	9%	-5%	-6%	-6%	?	19%	4%
COc1ccc(-n2nnnc2CNC(=O)c2ccc3ccccc3c2)cc1	9%	-5	1%	-2%	-2%	-1%	8%	/	/	/
Cc1c(NC(=O)COc2ncnc3ccccc23)c(=O)n(-c2ccccc2)n1C	-4%	-8	0%	-2%	0%	-5%	-3%	3%	-15%	-3%
COCCN(C(=O)COC(=O)C1=COCCO1)c1c(N)n(Cc2ccccc2)c(=O)[nH]c1=O	1%	-1	7%	0%	/	-5%	2%	-2%	/	6%
CN(C)c1cccc(C(=O)OC(C(=O)Nc2ccc(Cl)cc2C(F)(F)F)c2ccccc2)c1 (stereo not drawn)	1%	2	0%[46.1 µM]	107%[activator]	0%	-7%	8%	?	8%	-6%
CCOC(=O)c1ccc(S(=O)(=O)N2CCN(C(=O)c3cc4ccccc4o3)CC2)cc1	-5%	0	-5%	2%	-3%	25%	0%	/	/	/
CCc1nnc(NCn2nc(C)cc2C)s1	7%	/	-5%	-3%	-7%	-1%	/	-12%	-20%	3%
O=C(Nc1ccc2c(c1)OCO2)Nc1ccc2c(c1)OCO2	1%	-5	6%	-1%	1%	-6%	4%	1%	?	-1%
Cc1c(Br)cc(C(=O)N2CCCC2)c(C)c1C	-2%	-4	/	1%	-2%	4%	-6%	6%	-6%	-1%
O=C(CCCc1ccccc1)NCCCN1CCOCC1	-2%	5	-2%	3%	1%	4%	8%	11%	7%	-5%
CCc1n[nH]c2c1/C(=N/O)CCC2	-1%	-7	1%	0%	3%	25%	-6%	-4%	18%	4%
CCOC(=O)C1(CCCc2ccccc2)CCN(S(C)(=O)=O)CC1	-2%	6	-6%	-1%	-4%	-12%	0%	1%	-9%	-4%
Cc1cc(C)c(S(=O)(=O)NCC2CCC(C(=O)NCc3ccccn3)CC2)c(C)c1 (stereo not drawn)	-14%	12	2%	-3%	2%	0%	-1%	1%	-9%	-1%
Cc1c(C=NCCOCc2ccccc2)cnn1C	-2%	7	4%	4%	-2%	-8%	7%	-8%	1%	1%
COc1cc(C=O)ccc1OCCCOc1ccc([N+](=O)[O-])cc1	-4%	1	2%[46.1 µM]	-1%	-4%	-42%	-2%	25%	28%	8%
COc1ccc(N2C(=O)CCC(C(=O)O)C2c2ccc(OC)c(OC)c2)cc1 (stereo not drawn)	2%	-7	2%	-3%	-8%	5%	2%	0%	-7%	1%
